# Screening results: PubChem BioAssay, National Center for Advancing Translational Sciences (NCATS)
# TRb-SRC2 inh – inhibitors of human thyroid hormone receptor beta-SRC2 interaction | P10828 | TRbeta-SRC2 peptide binding, fluorescence polarization; receptor liganded with 1 µM T3 | Potency, µM (doses to about 106 µM), without a hit: top-dose activity change, negative = inhibition, actives largely listed as inhibitors | 280,000 compounds, 0.065% hits;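 further: plate controls were bound peptide for no effect and peptide without receptor for full effect; nearly all actives have a fitted effect of over 50% in size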
#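 Read-out is fluorescence polarization (555 nm excitation, 632 nm emission) of a Texas Red SRC2 coactivator peptide; loss of signal reflects blocked binding to human TRb ligand-binding domain in the presence of 1 uM T3.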
# Tau fibril ThT – blocks human tau fibril formation measured by thioflavin T; recombinant tau K18 P301L, heparin-induced fibrillization, ThT fluorescence; Potency, µM (series often up to 57.4 µM), without a hit: at the top dose activity, negative = inhibition, usual class: inhibitors; 270,000 compounds, 2.1% hits; AID 1460; further: on the % scale 0 is the no-effect control and ±100 the full control effect; nearly all actives have a fitted effect of over 55% in size
# Target sequence (P10636 561-689 P618L limits assumed): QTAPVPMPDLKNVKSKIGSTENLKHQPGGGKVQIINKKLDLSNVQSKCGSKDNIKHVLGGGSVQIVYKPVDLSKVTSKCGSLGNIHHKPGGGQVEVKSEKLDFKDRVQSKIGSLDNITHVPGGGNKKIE
#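 K18 P301L tau (15 uM + 0.24 uM Alexa 594-tagged), heparin 20 uM, NaOAc pH 7, 6 h 37 C; ThT 30 uM, 1 h RT, ex 450/em 510 nm.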
# TR SRC2 fluor cs – alters Texas Red total fluorescence, flagging assay interference; TRb/SRC2 Texas Red total fluorescence interference; Potency, µM (highest dose often 106 µM), for inactives: top-dose fluorescence change, negative = quenching; 280,000 compounds, 0.29% hits; active means well fitted curve in either direction with a large enough effect; inconclusive means small, poorly fitted or top-dose-only effect; further: on the % scale 0 is the no-effect control and ±100 the full control effect
#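 Flags fluorescent or light-absorbing compounds by total fluorescence, S + 2P, at 555 nm excitation and 632 nm emission. Mixture: 20 nM Texas Red SRC2 peptide, 0.6 uM human TRb LBD, 1 uM T3, 5% DMSO; compound exposure 5 h at ambient temperature.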
# L3MBTL1 inh – inhibitors of human L3MBTL1 | Q9Y468 | AlphaScreen L3MBTL1–H3K9me1 peptide binding | Potency, µM (series often up to 57.1 µM), for the others: at the top dose activity, negative = inhibition, most hits filed as inhibitors | 230,000 compounds, 0.66% hits | AID 485360; further: on the % scale 0 is the no-effect control and ±100 the full control effect; nearly all actives have a fitted effect of over 60% in size
# Target sequence (Q9Y468 whole entry, looked up): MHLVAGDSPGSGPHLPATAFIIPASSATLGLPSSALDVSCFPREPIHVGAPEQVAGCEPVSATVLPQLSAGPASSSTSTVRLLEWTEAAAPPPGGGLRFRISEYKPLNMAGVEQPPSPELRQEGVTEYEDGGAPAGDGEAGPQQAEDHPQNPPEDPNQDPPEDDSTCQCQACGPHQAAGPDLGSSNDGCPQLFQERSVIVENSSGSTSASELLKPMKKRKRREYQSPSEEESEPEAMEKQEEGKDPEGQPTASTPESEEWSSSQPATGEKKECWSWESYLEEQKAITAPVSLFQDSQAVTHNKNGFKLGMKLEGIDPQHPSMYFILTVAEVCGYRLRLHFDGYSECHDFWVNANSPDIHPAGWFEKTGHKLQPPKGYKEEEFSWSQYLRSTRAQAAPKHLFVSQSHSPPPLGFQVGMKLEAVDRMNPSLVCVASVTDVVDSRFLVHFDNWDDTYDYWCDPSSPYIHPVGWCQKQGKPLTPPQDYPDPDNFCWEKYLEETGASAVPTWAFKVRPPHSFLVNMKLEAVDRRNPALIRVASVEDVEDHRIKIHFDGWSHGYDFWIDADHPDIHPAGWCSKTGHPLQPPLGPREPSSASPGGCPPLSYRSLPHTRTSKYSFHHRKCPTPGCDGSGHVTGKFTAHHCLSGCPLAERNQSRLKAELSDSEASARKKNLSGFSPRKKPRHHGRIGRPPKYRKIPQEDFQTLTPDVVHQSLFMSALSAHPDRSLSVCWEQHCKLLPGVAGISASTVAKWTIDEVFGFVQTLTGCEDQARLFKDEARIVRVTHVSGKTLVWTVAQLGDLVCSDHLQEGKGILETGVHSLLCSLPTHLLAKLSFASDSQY
#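 First, the protein-peptide complex forms for 30 min at room temperature (L3MBTL1 50 nM, biotinylated H3K9me1 peptide 75 nM). Next, compounds are pin-transferred and incubated 30 min. Finally, AlphaScreen beads are added and read after 30 min.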
# Tau fluor counter – counter-screen for tau fibril formation inhibitors; tau K18 P301L Alexa594 fluorescence, heparin fibrillization; Potency, µM (titrated, usually from 57.7 µM), for inactives: top-dose activity change, negative = decrease; 280,000 compounds, 0.93% hits; AID 1463; further: on the % scale 0 is the no-effect control and ±100 the full control effect; nearly all actives have a fitted effect of over 55% in size
#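 Human tau K18 P301L (15 uM unlabeled, 0.24 uM Alexa 594-labeled) in 100 mM sodium acetate pH 7 with 20 uM heparin, 6 hr at 37 C. ThT 30 uM added, 1 hr ambient; Alexa 594 FP and total fluorescence read at 555/632 nm.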
# Tau fibril FP – blocks human tau fibril formation measured by polarization; K18 P301L tau heparin fibrillization, Alexa594 FP, 6 h; P10636; Potency, µM (highest dose often 57.7 µM), for the others: at the top dose activity, negative = inhibition, actives largely listed as inhibitors; AID 1468; 280,000 compounds, 0.39% hits; further: on the % scale 0 is the no-effect control and ±100 the full control effect; nearly all actives have a fitted effect of over 55% in size
#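 Recombinant K18 P301L […], labeled with Alexa 594 at 0.24 uM over 15 uM unlabeled; heparin inducer 20 uM final; 37 C, 6 hr; FP endpoint.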
# RECQ1 inh – inhibitors of human RECQ1 DNA helicase; 240,000 compounds, 0.54% hits; P46063; Potency, µM (highest dose often 57.3 µM), for the others: at the highest dose activity, negative = inhibition, actives largely listed as inhibitors; RECQ1 DNA unwinding, red fluorescence kinetic read;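 further: plate controls were vehicle for no effect and no enzyme for full effect; nearly all actives have a fitted effect of over 30% in size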
#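 50 nM RECQ1T1 preincubated 15 min with compound in Tris pH 8.0 buffer with MgCl2, DTT, Tween-20 and 2.5 ug/ml poly(dI-dC); started with 200 nM TAMRA/BHQ-2 forked duplex and 2 mM ATP. Unwinding read as fluorescence (525/598 nm), two reads 2 h apart.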
# HTT ATP protect – Huntington cell model cytoprotection by ATP luminescence; Potency, µM (doses to about 56.4 µM), inactives show cytoprotection (ATP increase), actives largely listed as activators; PC12 HTT-Q103 induced, cytoprotection, ATP luminescence, 40 h; 230,000 compounds, 0.14% hits;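 further: % of control where 0% means no effect; nearly all actives have a fitted effect of over 45% in size; toxic huntingtin expression switched on by the ecdysone agonist tebufenozide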
#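 Stable PC12 Q103-GFP cells in serum-supplemented, phenol red-free DMEM; induction by tebufenozide at 100 nM final; compound dose series; cell viability quantified luminescently from ATP.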
# Active calls of the source: *; i = inactive; ? = inconclusive; · = not tested or not shown; & = joins results of further samples; [ ] = another dose, or the depositor's remark. Unless noted, the call rests on the fitted dose curve; in most records, active means well fitted curve in the direction sought with a large enough effect; inconclusive means small, poorly fitted or top-dose-only effect, or another doubt; inactive means no such curve, though single readings can be large; an effect the other way counts as inactive or inconclusive. Potency means the concentration at half of the fitted maximal effect. This is a subset, so the mix of outcomes need not match the whole.
SMILES,TRb-SRC2 inh,Tau fibril ThT,TR SRC2 fluor cs,L3MBTL1 inh,Tau fluor counter,Tau fibril FP,RECQ1 inh,HTT ATP protect
Oc1ccc(N2CCN(c3ncnc4sc(-c5ccccc5)cc34)CC2)cc1,1%,?,-7%,?,?,?,14%,·
O=C(NCCN1C(=O)S/C(=C\c2ccc(Cl)c(Cl)c2)C1=O)C1COc2ccccc2O1 (stereo unspecified),9%,?,0%,-4%,-24%,?,-10%,-96%[inhibitor]
Cc1cccc(NC(=O)C(Cc2ccccc2)NS(=O)(=O)c2ccc3c(c2)c(=O)n(C)c(=O)n3C)c1 (stereo unspecified),-9%,1%,-1%,·,-13%,1%,·,·
O=C(Cn1c(C(F)(F)F)nc2ccccc21)c1ccc(F)cc1,1%,-1%,0%,5%,-2%,0%,-1%,0%
CCC(C(=O)Nc1cc(OC)ccc1OC)n1c(=O)c(C(F)(F)F)nc2ccccc21 (stereo unspecified),-2%,-11%,0%,·,-27%,9%,·,·
COc1ccc(-c2nn(C)c(=O)c3ccccc23)cc1NC(=O)Cn1nc(C)c2ccccc2c1=O,-4%,-3%,0%,-12%,-14%,-4%,-23%,-27%[0.074 µM]
CCOC(=O)c1cc(-c2ccc(F)cc2)n(CC(=O)NCc2cccnc2)c1C,-9%,-9%,0%,·,-10%,-9%,-11%,-35%[inhibitor]
CCOc1ccc(-c2nnn(CC(=O)NCc3ccc(OC)cc3)n2)cc1OCC,2%,6%,-7%,1%,3%,6%,-10%,16%
CCSc1nnc(NC(=O)CCc2ccc(OC)cc2)s1,0%,-11%,-3%,6%,-8%,-3%,-4%,·
COC(=O)c1ccc(NS(=O)(=O)c2ccc3c(c2)n(C)c(=O)c(=O)n3C)cc1,-4%,-5%,-1%,·,-1%,-2%,·,·
S=C1NC2=C(CCCC2=C2SCCS2)C(c2ccccc2)N1 (stereo unspecified),-3%,-11%,0%,?,-12%,8%,-25%,-26%
COCCNC(=O)C(c1ccc(C)o1)N(Cc1ccc(OC)cc1)C(=O)Cn1nnc2ccccc21 (stereo unspecified),4%,-5%,2%,0%,0%,0%,-7%,-8%
Cc1ccc(-n2ncc3c(Nc4cccc(C(=O)O)c4)ncnc32)cc1,0%&1%,?,-19%&-3%,·,-17%&-17%,-5%&-10%,-12%,-21%
COc1ccc(-c2csc(N)n2)cc1,-7%,?,1%,-1%,-14%,7%,-4%,·
Brc1ccc(-c2csc(N/N=C/c3ccc4c(c3)OCO4)n2)cc1,-15%,4.5µM*,-2%,-7%,?,4%,-6%,0%[10 µM]
COc1ccc(CCN2C(=O)NC(NC(C)=O)(C(F)(F)F)C2=O)cc1OC (stereo unspecified),-7%,-4%,1%,9%,0%,3%,1%,26%[10 µM]
O=C(c1ccc(Cl)cc1)N1CCN(c2cc(=O)[nH]nc2-c2ccccc2)CC1,2%,-8%,-2%,-2%,-1%,4%,-4%,-22%
CNc1ncc(C(=O)c2ccc(Cl)cc2)s1,0%,3%,-3%,1%,3%,2%,-6%,-35%
CCN(CC)CCCNC(=O)CSc1nc2nc(C)c(Cc3ccccc3C)c(C)n2n1,-1%,-3%,0%,·,-11%,-6%,·,·
CCn1c(SCC(=O)Nc2ccc(C(C)=O)cc2)nc2nc3c(cc2c1=O)COC(C)(C)C3,2%,-18%,-1%,2%,9%,2%,i,-11%[10 µM]

# Rewritten with bars between the fields: 13 of the compounds above.
mol | TRb-SRC2 inh | Tau fibril ThT | TR SRC2 fluor cs | L3MBTL1 inh | Tau fluor counter | Tau fibril FP | RECQ1 inh | HTT ATP protect
CCOc1ccc(-c2nnn(CC(=O)NCc3ccc(OC)cc3)n2)cc1OCC | 2% | 6% | -7% | 1% | 3% | 6% | -10% | 16%
CCSc1nnc(NC(=O)CCc2ccc(OC)cc2)s1 | 0% | -11% | -3% | 6% | -8% | -3% | -4% | ·
COC(=O)c1ccc(NS(=O)(=O)c2ccc3c(c2)n(C)c(=O)c(=O)n3C)cc1 | -4% | -5% | -1% | · | -1% | -2% | · | ·
S=C1NC2=C(CCCC2=C2SCCS2)C(c2ccccc2)N1 (stereo unspecified) | -3% | -11% | 0% | ? | -12% | 8% | -25% | -26%
COCCNC(=O)C(c1ccc(C)o1)N(Cc1ccc(OC)cc1)C(=O)Cn1nnc2ccccc21 (stereo unspecified) | 4% | -5% | 2% | 0% | 0% | 0% | -7% | -8%
Cc1ccc(-n2ncc3c(Nc4cccc(C(=O)O)c4)ncnc32)cc1 | 0%&1% | ? | -19%&-3% | · | -17%&-17% | -5%&-10% | -12% | -21%
COc1ccc(-c2csc(N)n2)cc1 | -7% | ? | 1% | -1% | -14% | 7% | -4% | ·
Brc1ccc(-c2csc(N/N=C/c3ccc4c(c3)OCO4)n2)cc1 | -15% | 4.5µM* | -2% | -7% | ? | 4% | -6% | 0%[10 µM]
COc1ccc(CCN2C(=O)NC(NC(C)=O)(C(F)(F)F)C2=O)cc1OC (stereo unspecified) | -7% | -4% | 1% | 9% | 0% | 3% | 1% | 26%[10 µM]
O=C(c1ccc(Cl)cc1)N1CCN(c2cc(=O)[nH]nc2-c2ccccc2)CC1 | 2% | -8% | -2% | -2% | -1% | 4% | -4% | -22%
CNc1ncc(C(=O)c2ccc(Cl)cc2)s1 | 0% | 3% | -3% | 1% | 3% | 2% | -6% | -35%
CCN(CC)CCCNC(=O)CSc1nc2nc(C)c(Cc3ccccc3C)c(C)n2n1 | -1% | -3% | 0% | · | -11% | -6% | · | ·
CCn1c(SCC(=O)Nc2ccc(C(C)=O)cc2)nc2nc3c(cc2c1=O)COC(C)(C)C3 | 2% | -18% | -1% | 2% | 9% | 2% | i | -11%[10 µM]

# (cont.)
SMILES,TRb-SRC2 inh,Tau fibril ThT,TR SRC2 fluor cs,L3MBTL1 inh,Tau fluor counter,Tau fibril FP,RECQ1 inh,HTT ATP protect
CCc1ccc(/C=C2\SC(=S)N(CCCC(=O)Nc3ccccn3)C2=O)cc1,-10%,-17%,-1%,-18%,-12%,-5%,-2%,?
CCN(CC)C(=O)C1CCCN(Cc2ccccc2F)C1 (stereo unspecified),-4%,2%,0%,5%,6%,1%,-6%,-2%
CC1(C)CC(=O)C2=C(C1)OC(N)=C(C#N)[C@@H]2c1ccccc1[N+](=O)[O-],-4%,3%,-1%,6%,-7%,5%,-7%,28%[10 µM]
COc1cc(Cl)c(C)cc1NC(=O)c1cn(CC(C)C)c(=O)c2cc(OC)c(OC)cc12,-11%,?,0%,·,-22%,-7%,·,·
CN(c1nc2c(c(=O)n(C)c(=O)n2C)n1CC(=O)c1ccccc1)C1CCCCC1,-3%,?,2%,-1%,-11%,11%,-7%,-13%[0.074 µM]
CC1=C(C(=O)Nc2ccccc2)C(c2ccco2)NC(=S)N1 (stereo unspecified),-6%,-11%,-1%,-6%,-4%,1%,-15%,7%
O=C(COc1ccc(F)cc1)Nc1nnc(SCc2cc(=O)n3ccccc3n2)s1,8%,-7%,-2%,·,0%,-3%,·,·
CCOC(=O)c1cc(NC(=O)c2cccnc2)ccc1N1CCOCC1,-3%,-11%,-3%,13%,-7%,6%,i,·
CSCC[C@H](NC(=O)OCc1ccccc1)C(=O)O,-11%,-4%,1%,·,-11%,-8%,i,1%
O=C(CSc1ncn[nH]1)Nc1ccccc1Sc1ccc(Cl)cc1,-3%,-9%,0%,-4%,-17%,-4%,-6%,-12%
CC(=O)Nc1ccc(S(=O)(=O)NCc2ccc(C)cc2)cc1,-10%,-7%,3%,·,-7%,-4%,i,-3%
COc1ccccc1-n1cc(C(=O)NCC(=O)N2CCN(c3ccccn3)CC2)c2ccccc2c1=O,2%,-7%,-1%,1%,-5%,-8%,-2%,-7%[10 µM]
CCOC(=O)c1cnn2c(C)cc(-c3ccccc3)nc12,-2%,-22%,-1%,·,-13%,-2%,i,-13%
COC(=O)c1ccccc1NC(=O)Nc1cnccn1,0%,-5%,-5%,4%,0%,2%,-11%,-6%
O=C(NCc1cccnc1)C1CCN(Cc2cc3ccccc3n2Cc2ccccc2)CC1,-2%,3%,2%,·,-2%,13%,·,·
Cc1nc2c(C#N)cnn2c2c1CCN(Cc1ccccc1)N2C,2%,8%,2%,3%[11.4 µM],7%,-2%,-7%,-15%
CC1=CC(C)(C)N(C(=O)CSc2nnc(N)s2)c2cc(C)c(C)cc21,-1%,-13%,-3%,-5%,-10%,8%,0%,-13%
COc1cccc(C2C(C(=O)c3sc(C)nc3C)=C(O)C(=O)N2CCN(C)C)c1OC (stereo unspecified),5%,1%,3%,4%,6%,8%,i,-17%[0.074 µM]
CCc1ccc(NC(=O)Cn2c(=O)n(Cc3ccco3)c(=O)c3oc4ccccc4c32)cc1,2%,?,0%,·,-3%,?,·,·
Cc1nn(Cc2cccc(F)c2)c(C)c1NC(=O)c1ccc(COc2ccccc2Cl)cc1,6%,-19%,0%,·,-16%,5%,-2%,-56%[inhibitor]
O=C(NC(=S)N1CCc2ccccc21)c1ccccc1,1%,0%,-4%,-13%,-3%,0%,-8%,35%[10 µM]
Cc1ccccc1C(=O)Nc1ccc2c(c1)OCO2,-5%,-16%,0%,-3%,-3%,-2%,-2%,-98%[inhibitor]
CCOc1ccc(N2CCn3c2nc2c3c(=O)n(CCc3ccccc3)c(=O)n2C)cc1,-18%,?,-2%,·,-7%,7%,-1%,-10%
O=C(Nc1ccc(S(=O)(=O)N2CCCC2)cc1Cl)C1=COCCO1,2%,-2%,2%,-5%,-2%,-2%,-5%,-36%
COCCCNC(=O)COC(=O)c1ccc(-c2nc3ccccc3s2)s1,4%,-12%,-4%,-5%,-9%,-9%,i,-3%[10 µM]
